Screening data (PubChem)
PTHR1 agonist: PTHR1 (human) receptor agonism | 410,000 compounds, 0.075% hits | Potency, µM (highest dose often 115 µM), for the others: top-dose activation, most hits filed as activators | HEK293 GP2 PTHR1 cells, GloSensor cAMP luminescence, 1 h; further: potency means the concentration at half of the fitted maximal effect; nearly all actives have a fitted effect of over 55% in size; some results filed as inactive show a strong effect at the top dose; inactives centre near -15; many of its hits are not listed in these tables
Target sequence (Q03431 whole entry, looked up): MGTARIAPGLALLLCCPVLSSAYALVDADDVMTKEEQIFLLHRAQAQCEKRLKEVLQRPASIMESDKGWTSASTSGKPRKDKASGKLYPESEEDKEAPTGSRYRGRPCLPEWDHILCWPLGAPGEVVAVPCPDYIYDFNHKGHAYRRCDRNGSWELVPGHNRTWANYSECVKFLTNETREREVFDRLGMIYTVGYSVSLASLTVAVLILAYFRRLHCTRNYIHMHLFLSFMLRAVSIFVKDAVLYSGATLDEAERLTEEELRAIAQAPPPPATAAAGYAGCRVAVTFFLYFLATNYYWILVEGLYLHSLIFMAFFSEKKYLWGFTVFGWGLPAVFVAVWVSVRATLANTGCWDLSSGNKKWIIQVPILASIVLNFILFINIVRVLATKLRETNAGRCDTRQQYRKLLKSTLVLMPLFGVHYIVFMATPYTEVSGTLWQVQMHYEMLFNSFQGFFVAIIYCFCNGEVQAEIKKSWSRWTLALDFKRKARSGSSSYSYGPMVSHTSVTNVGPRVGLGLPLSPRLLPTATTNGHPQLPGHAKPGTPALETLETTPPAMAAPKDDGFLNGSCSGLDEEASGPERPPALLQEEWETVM
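HEK-293-derived GP2 cells expressing PTHR1 and a GloSensor cAMP reporter, 3,000/well, plated overnight, given luciferin plus IBMX (each 0.5 mM as added) for 1 h at 37 °C, then compound for 1 h at 37 °C. Luminescence was read after 15 min at room temperature.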
EPAC1 agonist: EPAC1 (human) agonism | EPAC1 agonist qHTS, biochemical assay; response scale: 100% = response to 6.5 mM cAMP | Potency, µM (titrated, usually from 154 µM), for the others: at the highest dose activation, usual class: activators | AID 720707 | 360,000 compounds, 0.073% hits; further: potency means the concentration at half of the fitted maximal effect; nearly all actives have a fitted effect of over 60% in size
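Read-out is the fluorescence drop as BODIPY-GDP leaves Rap1B (480 nm excitation, 540 nm emission), recorded every 5 minutes over 30 minutes. Reactions held 100 nM EPAC1, 250 nM Rap1B–BODIPY-GDP and 50 uM GDP, with 6.5 mM cAMP setting full activation.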
EPAC1 antagonist: blocks human EPAC1 exchange factor; O95398; 360,000 compounds, 0.14% hits; AID 720709; Potency, µM (titrated, usually from 115 µM), for the others: top-dose activity change, negative = inhibition, most hits filed as inhibitors; EPAC1 GEF assay, Rap1b-BODIPY-GDP exchange fluorescence;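 further: potency means the concentration at half of the fitted maximal effect; plate controls were vehicle for no effect and positive control for full effect; nearly all actives have a fitted effect of over 50% in size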
IL-2 act: IL-2 activation; activation, % (series mostly up to about 46 µM); 360,000 compounds, 0.065% hits; AID 652025; IL-2 activation reporter assay, cell-based qHTS; stimulated with anti-CD3/CD4/CD28 beads; in transgenic mouse T cells; in the data active means activation above about 50%; inconclusive means mostly about 30% to 49%; further: 0% is about no effect
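Using fluorescent plate cytometry, EGFP and DsRed are detected in transgenic mouse T cells stimulated 18 h at 37 degrees C with antibody-coated beads after 60 min compound pretreatment.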
PLK1 PBD inh: PLK1 (human) polo-box domain binding inhibition. P53350. Plk1 PBD binding of FITC phosphopeptide, fluorescence polarization. Potency, µM, for the others: max response, negative = inhibition, most hits filed as inhibitors. 360,000 compounds, 2.8% hits. AID 720504; further: potency means the concentration at half of the fitted maximal effect; series mostly up to about 57 µM; on the % scale 0 is the no-effect control and ±100 the full control effect; nearly all actives have a fitted effect of over 65% in size
GLP-1R inv ag: acts as inverse agonist at human GLP-1 receptor | 410,000 compounds, 1.6% hits | HEK293 GLP-1R CRE-luciferase, luminescence, 24 h; GLP-1R form is constitutively active | Potency, µM (top dose mostly 38.3 µM), inactives show at the top dose activity change, negative = inhibition, actives largely listed as inhibitors | P43220; further: potency means the concentration at half of the fitted maximal effect; on the % scale 0 is the no-effect control and ±100 the full control effect; nearly all actives have a fitted effect of over 55% in size
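Inverse agonists were sought by their lowering of basal cAMP reporter luciferase output in HEK293 cells stably carrying constitutively active human GLP-1R, after 24 h compound treatment.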
GLP-1R agonist: agonists of human GLP-1 receptor; P43220; HEK293 GLP-1R CRE-luciferase, luminescence, 4-6 h; cells express a hypersensitive GLP-1R form; Potency, µM (titrated, usually from 45.6 µM), for the others: at the top dose activation, hits mostly activators; 380,000 compounds, 0.007% hits; further: potency means the concentration at half of the fitted maximal effect; % of control where 0% means no effect
PI5P4K alpha inh: inhibitors of human PI5P4K alpha; P48426; PI5P4Kalpha enzyme, ADP-Glo luminescence, 60 min; active compounds read low; max response, %; 330,000 compounds, 1.2% hits; AID 652105; active means max response of -50% or lower; inconclusive means between -30% and -50%; inactive means -30% or higher; further: value at the top dose of about 77 µM; on the % scale 0 is the no-effect control and ±100 the full control effect
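Controls without substrate or without enzyme flank wells where PI5P4Kalpha converts substrate using 5 microM ATP (final). Incubation lasts 60 minutes at room temperature; ADP formed is read by ADP-Glo luminescence.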
GLP1R cytotox: cytotoxicity in counter-screen for GLP-1R inverse agonists; Potency, µM (titrated, usually from 38.3 µM), for the others: at the highest dose activity change, negative = inhibition, most hits filed as inhibitors; 410,000 compounds, 0.13% hits; HEK293 cAMP-luciferase reporter cells, luminescence, 24 h;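 further: loss of luciferase light is scored as toxicity; potency means the concentration at half of the fitted maximal effect; on the % scale 0 is the no-effect control and ±100 the full control effect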
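1536-well qHTS counterscreen of the MLSMR; 200 cells/uL, 12 h pre-incubation, 23 nL cpd, 24 h at 37 deg C 5% CO2, luciferase detection reagent, 12 min RT, luminescence. Inhibition = undesired.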
* = called active by the depositor; i = inactive; ? = inconclusive; . = not tested or not shown; [ ] = remark or other dose. Unless noted, the call rests on the fitted dose curve; in most records, active means well fitted curve in the direction sought with a large enough effect; inconclusive means small, poorly fitted or top-dose-only effect, or another doubt; inactive means no such curve, though single readings can be large; an effect the other way counts as inactive or inconclusive.

| Molecule | PTHR1 agonist | EPAC1 agonist | EPAC1 antagonist | IL-2 act | PLK1 PBD inh | GLP-1R inv ag | GLP-1R agonist | PI5P4K alpha inh | GLP1R cytotox |
| --- | --- | --- | --- | --- | --- | --- | --- | --- | --- |
| O=[N+]([O-])c1cccc(-c2ccc(SCc3ccccn3)nn2)c1 | -30.0% | -6.9% | 3.5% | -2.6 | -0.5% | 34.8%[activator] | 22.6% | 0.2 | -0.1% |
| CC1CCN(C(=O)C2CCC(=O)N(Cc3ccc(Cl)cc3)C2)CC1 (stereo not given) | -40.6%[inhibitor] | 16.6% | -14.9% | 1.7 | -23.8% | -19.0% | -1.4% | -1.3 | -14.7% |
| C[C@@H]1C=C(C(=O)NCc2nc3ccccc3[nH]2)O[C@H](OCCCCO)C1 | i | 6.7% | 6.5% | 1.5 | -9.2% | 1.8% | 10.7% | -27.2 | 11.1% |
| COC(=O)CC(c1ccccc1F)N1Cc2ccccc2C1=O (stereo not given) | -9.4% | -1.4% | -25.8% | -0.3 | -11.9% | -12.0% | 12.4% | 0.3 | 2.3% |
| O=C(/C=C/c1ccc(Cl)cc1)N1CCN(c2ccccn2)CC1 | i | 0.3% | -7.5% | -1.0 | -4.8% | 8.9% | 1.6% | 0.6 | 10.1%[1.53 µM] |
| Cc1cccc(C)c1NC(=O)CSc1nnc(Cc2ccccc2)o1 | -31.6%[57.5 µM] | 8.3% | -10.0% | -0.8 | ? | -23.7% | 2.7% | -0.6 | -8.1% |
| CCOC(=O)c1ccccc1Nc1cn(C(C)=O)c2ccccc12 | -0.4% | -2.6% | ? | -6.9 | -5.3% | -4.6% | 4.1% | -2.3 | -11.4% |
| COCCCn1c(SCC(=O)NCc2ccccc2)nc2c(sc3ccccc32)c1=O | -39.9%[inhibitor] | . | . | . | . | 8.6% | 0.6% | . | -12.8% |
| Cn1c(CNc2ccc(Cl)cc2)nnc1SCCN1CCCCC1 | i | -1.5% | 9.1% | -1.6 | -11.1% | 3.98µM* | -13.4% | 1.8 | -10.1% |
| O=C(CNCC1CCCO1)N1CCN(S(=O)(=O)c2ccc3ccccc3c2)CC1 (stereo not given) | i | 2.5% | 10.1% | -0.8 | -1.5% | ? | 0.9% | -3.7 | -0.4% |
| Cc1ccccc1S(=O)(=O)NC(=O)C1(C)CCN1C(=O)C1CCCCC1 (stereo not given) | i | -8.7% | 9.1% | -0.7 | 3.4% | 26.7% | -9.0% | 0.4 | -4.7% |
| O=C(CN1C(=O)NC2(CCCC2)C1=O)NCCc1ccc(F)cc1 | i | 5.9% | -10.8% | -0.8 | -7.2% | 7.9% | -12.3% | -0.3 | 3.4% |
| Cn1c(=O)[nH]c(=O)c2c1nc(Br)n2Cc1ccccc1Cl | -7.8% | 6.5% | -11.5% | -1.7 | -11.8% | ? | ? | -7.8 | 0.2% |
| CC(=O)Nc1ccc(CNc2nc(NCc3cccs3)nc3ccsc23)cc1 | i | -7.8% | -4.5% | 0.7 | 0.3% | 21.3% | 13.9% | -18.3 | 0.9% |
| O=C(CCCn1c(=O)c2ccccc2n(CC(=O)N2CCN(c3ccccc3)CC2)c1=O)NCc1ccco1 | -71.5%[inhibitor] | 7.2% | -28.2% | -1.3 | 3.0% | 11.9% | 9.3% | -1.5 | -30.9% |
| Cc1nn(C)c(C)c1NC(=O)COc1ccccc1C#N | i | 3.3% | -0.3% | -0.5 | -16.0% | -14.7% | 10.5% | -4.3 | 4.2% |
| CCOC(=O)C1=C(c2ccccc2)NC(SCC(N)=O)=C(C#N)C1c1cccnc1 (stereo not given) | i | 0.8% | 3.2% | 1.5 | -0.6% | 1.4% | 17.8% | . | -1.5% |
| COCCCN=CC1=C(O)CC(c2ccccc2)CC1=O (stereo not given) | -6.8% | -4.2% | 5.3% | -3.7 | 0.9% | -17.5% | 2.2% | -6.1 | 4.8% |
| CCCn1c(CCNC(=O)c2ccco2)nc2ccccc21 | -19.1% | 1.5% | -23.9% | 0.6 | -16.4% | -11.3% | 13.1% | 3.4 | -13.2% |
| CCN(CC)S(=O)(=O)c1ccc2oc(SCC(=O)NCc3ccccc3)nc2c1 | -29.5%[57.5 µM] | -6.4% | -15.6% | -3.2 | -5.0% | 4.0% | 2.2% | 1.7 | 7.3% |

As a working copy, some entries already given:
| Molecule | PTHR1 agonist | EPAC1 agonist | EPAC1 antagonist | IL-2 act | PLK1 PBD inh | GLP-1R inv ag | GLP-1R agonist | PI5P4K alpha inh | GLP1R cytotox |
| --- | --- | --- | --- | --- | --- | --- | --- | --- | --- |
| O=[N+]([O-])c1cccc(-c2ccc(SCc3ccccn3)nn2)c1 | -30.0% | -6.9% | 3.5% | -2.6 | -0.5% | 34.8%[activator] | 22.6% | 0.2 | -0.1% |
| CC1CCN(C(=O)C2CCC(=O)N(Cc3ccc(Cl)cc3)C2)CC1 (stereo not given) | -40.6%[inhibitor] | 16.6% | -14.9% | 1.7 | -23.8% | -19.0% | -1.4% | -1.3 | -14.7% |
| C[C@@H]1C=C(C(=O)NCc2nc3ccccc3[nH]2)O[C@H](OCCCCO)C1 | i | 6.7% | 6.5% | 1.5 | -9.2% | 1.8% | 10.7% | -27.2 | 11.1% |
| COC(=O)CC(c1ccccc1F)N1Cc2ccccc2C1=O (stereo not given) | -9.4% | -1.4% | -25.8% | -0.3 | -11.9% | -12.0% | 12.4% | 0.3 | 2.3% |
| O=C(/C=C/c1ccc(Cl)cc1)N1CCN(c2ccccn2)CC1 | i | 0.3% | -7.5% | -1.0 | -4.8% | 8.9% | 1.6% | 0.6 | 10.1%[1.53 µM] |

The list goes on:
| Molecule | PTHR1 agonist | EPAC1 agonist | EPAC1 antagonist | IL-2 act | PLK1 PBD inh | GLP-1R inv ag | GLP-1R agonist | PI5P4K alpha inh | GLP1R cytotox |
| --- | --- | --- | --- | --- | --- | --- | --- | --- | --- |
| CC(C)(C)c1ccc(NC(=O)COC(=O)C2=COCCO2)cc1 | i | 0.6% | 1.0% | 9.2 | -3.4% | -17.6% | -7.4% | 4.1 | -3.8% |
| CCCCCCSc1cc(-c2nc3cc(C)ccn3c2NC2CCCCC2)ccc1OC | -80.0%[inhibitor] | -14.7% | -14.9% | -0.9 | 8.5% | ? | 1.9% | -1.5 | -3.8% |
| Nc1cccc(Oc2ccc3c(c2)C(=O)NC3=O)c1 | -23.3% | -14.3% | -12.6% | -1.9 | -12.4% | 19.5% | 16.0% | 2.3 | -3.4% |
| O=[N+]([O-])c1ccc(-c2nnc(-c3ccccc3)c(N3CCOCC3)n2)cc1 | -5.9%[57.5 µM] | 0.6% | 2.8% | -2.8 | -2.8% | 6.0% | -5.2% | . | 5.7% |

Ordered by value in GLP-1R inv ag (ascending): 3 of the compounds above
Structure | GLP-1R inv ag
Cc1cccc(C)c1NC(=O)CSc1nnc(Cc2ccccc2)o1 | -23.7%
COC(=O)CC(c1ccccc1F)N1Cc2ccccc2C1=O (stereo not given) | -12.0%
CCOC(=O)c1ccccc1Nc1cn(C(C)=O)c2ccccc12 | -4.6%

The list is partial, so the mix of outcomes need not match the whole.
